# NLRP3 yeast inh = blocks the NALP3 inflammasome reconstituted in yeast; inhibition, % at 10 µM; Yeast reconstituted NLRP3/ASC/caspase-1, beta-gal luminescence, 24 h; hit rate 0.39% among 330,000;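 active means inhibition of 50% or more; inactive means inhibition below 50%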;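 further: plate controls were induced DMSO wells for no effect and uninduced yeast grown without galactose for full effect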
# SENP7 inh = blocks the human protease SENP7; recombinant SENP7, Z-RLRGG-aminoluciferin luminescence, 40 min; AID 434973; hit rate 1.5% among 330,000; inhibition, % at 5 µM;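 active means inhibition above about 50% at the single test dose, limit read from the data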;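 further: plate controls were DMSO with enzyme for no effect and no enzyme buffer wells for full effect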
# SENP8 block-1 = inhibitors of human SENP8 protease; recombinant SENP8, Nedd8 substrate fluorescence; inhibition, % at 20 µM; hit rate 0.64% among 360,000; Q96LD8; AID 602440; in the data active means inhibition mostly above about 40%, no sharp cut-off; inactive means mostly below about 27%
# SENP1 inh = inhibitors of human SENP1 SUMO protease catalytic domain. Q9P0U3. recombinant SENP1 catalytic domain, CyPet-SUMO1-YPet FRET cleavage. inhibition, % at 10 µM. hit rate 0.21% among 360,000. AID 624204;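 active means inhibition at least 30% at 10 µM, raw YFP signal under a set limit, fluorescence ratio 0.5 to 1.5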;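 further: 0% = enzyme with DMSO and 100% = no enzyme wells; some results filed as inactive read as strong as hits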
#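 Assay system – human recombinant His6-tagged SENP1 catalytic domain enzyme · Input – SENP1 enzyme, 20 pM final · Buffer or medium – Tris pH 8 buffer plus EDTA, NaCl, BME, BSA, NP40, catalase · Schedule – 50 min reaction at room temperature · Technique – FRET read of cyan and yellow fluorescence · Control set – no-enzyme wells low, DMSO-plus-enzyme wells high control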
# PfG6PD inh = PfG6PD (Plasmodium falciparum) enzyme inhibition; PfGluPho enzyme, NADPH resazurin-diaphorase fluorescence; inhibition, % at 20 µM; hit rate 0.78% among 350,000;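 active means inhibition reaching at least a set limit at 20 µM in the primary screen, cut at about 59% in these data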;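 further: 0% = DMSO wells with substrate and 100% = DMSO wells lacking glucose-6-phosphate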
# SENP8 block-2 = inhibitors of human SENP8 protease | Q96LD8 | hit rate 1.2% among 330,000 | purified SENP8, Z-RLRGG-aminoluciferin cleavage, luminescence | inhibition, % at 10 µM | AID 2540; in the data active means inhibition above about 50%
# SENP6 block = blocks the human protease SENP6; Q9GZR1; Recombinant SENP6 catalytic domain, aminoluciferin luminescence; hit rate 1.8% among 330,000; inhibition, % at 10 µM; AID 2599;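 active means inhibition above about 50% at the single tested dose, limit read from the data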;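 further: plate controls were DMSO wells with enzyme for no effect and DMSO wells lacking enzyme for full effect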
# Apaf-1 inh = inhibitors of human Apaf-1 apoptosome | inhibition, % at 20 µM | reconstituted apoptosome caspase-3 activity, DEVD-Rh110 fluorescence | O14727 | hit rate 0.71% among 330,000 | AID 489030; active means inhibition of at least 40% at 20 µM;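 further: plate controls were DMSO wells for no effect and DEVD-CHO caspase inhibitor wells for full effect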
#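 System: Apoptosome proteins | Medium: Hepes pH 7.5 with detergent and BSA | Also added: Cytochrome c trigger plus (Z-DEVD)2-Rh110 caspase-3 substrate | Incubation: 30 min compound preincubation, 50 min activation, room temperature | Detection: Rhodamine 110 fluorescence at Ex 480/Em 540 nm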
# HKDC1 inh = inhibitors of human hexokinase HKDC1 | hit rate 0.16% among 340,000 | Q2TB90 | AID 493160 | recombinant HKDC1, G6PDH/diaphorase resazurin coupled fluorescence | inhibition, % at 20 µM;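 active means inhibition above about 35% when tested at 20 µM, limit read from the data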;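 further: plate controls were DMSO wells with enzyme for no effect and DMSO wells lacking enzyme for full effect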
# Target sequence (Q2TB90 whole entry, looked up): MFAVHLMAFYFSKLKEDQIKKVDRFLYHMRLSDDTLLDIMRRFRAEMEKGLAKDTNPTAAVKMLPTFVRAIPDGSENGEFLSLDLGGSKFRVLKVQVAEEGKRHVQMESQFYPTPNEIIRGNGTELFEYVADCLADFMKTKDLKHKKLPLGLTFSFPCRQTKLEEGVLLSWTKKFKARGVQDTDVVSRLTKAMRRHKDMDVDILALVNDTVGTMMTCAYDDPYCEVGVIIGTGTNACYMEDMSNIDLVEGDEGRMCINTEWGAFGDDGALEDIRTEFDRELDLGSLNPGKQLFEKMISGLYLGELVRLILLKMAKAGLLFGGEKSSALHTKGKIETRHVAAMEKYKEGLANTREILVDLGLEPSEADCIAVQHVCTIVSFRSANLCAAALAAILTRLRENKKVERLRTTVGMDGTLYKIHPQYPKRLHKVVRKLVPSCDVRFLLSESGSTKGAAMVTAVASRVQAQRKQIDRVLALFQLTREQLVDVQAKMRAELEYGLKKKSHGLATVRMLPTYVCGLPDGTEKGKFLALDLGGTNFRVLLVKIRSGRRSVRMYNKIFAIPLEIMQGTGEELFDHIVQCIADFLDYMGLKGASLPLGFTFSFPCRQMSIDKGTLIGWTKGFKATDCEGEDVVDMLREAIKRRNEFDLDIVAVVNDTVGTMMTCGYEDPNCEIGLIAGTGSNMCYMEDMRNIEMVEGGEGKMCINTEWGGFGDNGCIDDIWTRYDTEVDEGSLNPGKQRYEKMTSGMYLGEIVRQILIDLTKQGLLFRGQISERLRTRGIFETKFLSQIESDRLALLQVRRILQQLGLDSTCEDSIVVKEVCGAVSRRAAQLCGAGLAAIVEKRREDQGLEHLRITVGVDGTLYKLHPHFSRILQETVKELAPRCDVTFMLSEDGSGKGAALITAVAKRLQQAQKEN
#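 Assay system: recombinant HKDC1 hexokinase; detection: coupled resazurin fluorescence, excitation 525 nm, emission 613 nm; benchmarks: DMSO-plus-enzyme-mix negative control, buffer-substituted positive control; compound dosing: single 20 µM dose; schedule: 90 min at room temperature in dark; also added: glucose plus 1 mM ATP as hexokinase substrates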
# * hit, by the source's call; nt = no result given.
SMILES,NLRP3 yeast inh,SENP7 inh,SENP8 block-1,SENP1 inh,PfG6PD inh,SENP8 block-2,SENP6 block,Apaf-1 inh,HKDC1 inh
Fc1ccc(Cn2nnnc2C(c2ccc(F)cc2)N2CC=C(c3ccc(F)cc3)CC2)cc1 (stereo not drawn),-3,1,10,2,2,7,2,8,16
COc1ccc(OCC#CCN2CCNCC2)cc1,3,12,16,0,-12,9,5,-3,-4
OC1(CN2CCOCC2)C2CC3CC(C2)CC1C3 (stereo not drawn),10,-5,12,1,12,3,3,0,-5
Nc1ccc([As](=O)(O)O)cc1,4,-6,0,-1,1,4,-6,-15,-3
COc1cc(OC)c(OC)cc1CN1CCN(C(=O)COc2ccc3ccccc3c2)CC1,6,-4,14,1,14,-6,-15,9,-4
O=C(c1cccnc1)C1CCCN(Cc2nc(-c3cnccn3)no2)C1 (stereo not drawn),-5,-3,4,0,-7,2,-3,-14,-5
CCc1c(C)nc(N)nc1N1N=C1SC(C(C)=O)C(C)=O,12,5,-1,-1,-4,7,5,-15,4
O=c1c2ccccc2nc(-c2ccccc2)n1-c1cccnc1,27,11,6,3,-11,-2,-8,14,-1
CC(C)Nc1nc(Cl)nc(NC(C)C)n1,2,5,12,1,-4,1,5,-11,-9
Cn1c(O)c(N=Nc2ccc(S(=O)(=O)N3CCOCC3)cc2)c(=O)n(C)c1=O,5,1,12,-2,5,3,5,-9,-6
O=C(N/N=C/c1c(O)n(CCC2=CCCCC2)c(=S)[nH]c1=O)c1ccccc1,4,4,-274,-28,-47,0,8,9,-6
CC(=O)c1ccc(NC2=NCCCS2)cc1,26,4,12,1,-15,-1,-19,-4,1
O=[N+]([O-])c1cc(Cl)c(O)c(-[n+]2c(-c3ccccc3)cc(-c3ccccc3)cc2-c2ccccc2)c1,23,-4,13,5,-1,-3,-2,14,-2
C=C1C(=O)OC2CC(C)C3C=CC(=O)C3(C)C(O)C12 (stereo not drawn),nt,nt,2,3,22,nt,nt,nt,4
CCN1CCN(c2nc3ccccc3s2)CC1,10,-3,11,1,-19,-19,8,11,1
C[N+]1(CCC(C(N)=O)(c2ccccc2)c2ccccc2)CCCCC1,18,9,nt,nt,nt,3,4,-5,nt
O=C(Cn1cnc2sc3c(c2c1=O)CCCC3)NCCC(=O)N1CCC2(CC1)OCCO2,-2,8,20,2,-15,-5,-4,6,-7
Oc1cc2c(cc1CN1CCN(c3ccccc3)CC1)CCC2,18,-6,13,0,-1,2,-6,25,1
CC1(c2ccccc2)NCCN2C(=O)CSC21 (stereo not drawn),3,5,7,0,-8,-2,-10,-1,6
O=C1NC(c2cc3ccccc3nc2Cl)Nc2ccccc21 (stereo not drawn),4,1,-78,-5,-17,6,4,7,-2
CCC(=NCc1cccnc1)c1c(O)n(-c2ccccc2)c(=O)[nH]c1=O,10,-3,4,3,-7,2,11,-23,-4
COc1ccc(NC(=O)C2C3CCC(O3)C2C(=O)O)c(OC)c1 (stereo not drawn),16,2,13,0,22,-7,-16,-6,2
CCN1CCN(Cc2nc3ccc([N+](=O)[O-])cc3c(=O)n2-c2ccccc2F)CC1,27,-5,16,1,-6,-4,5,4,1
CCCCC(=O)N/N=C/c1c(O)n(Cc2ccco2)c(=O)[nH]c1=O,28,-4,2,-5,-18,-6,13,1,-11
CCOP(=O)(OCC)C(NC(=O)NC)C(N)=O (stereo not drawn),1,2,19,0,-10,0,-2,-4,-7
COC(=O)C1=C(c2ccccc2OCc2ccccc2)C[C@@H]2CC[C@H]1N2C(=O)NCc1ccc(N(C)C)cc1,3,4,24,-1,3,0,-2,30,8
O=C(c1cccs1)c1cn(Cc2ccccc2Cl)c2ccccc12,3,-9,10,2,11,-7,-25,10,-2
N=c1sc2c(n1Cc1ccccc1)CCCC2,13,-9,-5,2,-8,-14,-6,-7,2
O=c1c2ccccc2nc(CN2CCOCC2)n1-c1ccccc1F,3,-1,16,2,-6,-5,-1,-5,4
CCCCCn1c(=O)c(C(=O)NCc2ccccn2)c(O)c2ccccc21,12,10,-21,2,5,7,2,29,-6
O=C(O)CNC1c2ccccc2CSc2ccccc21 (stereo not drawn),-12,1,20,-6,-14,1,-16,-12,-1
COc1cccc(CCNCc2c(F)cccc2F)c1,4,4,-5,0,-6,-5,-13,-3,-7
Cc1nc2cc([N+](=O)[O-])ccc2c(=O)n1-c1ccc(Br)cc1,15,2,5,1,-10,6,19,-12,-5
CC(=O)O[C@@]12CO[C@@H]1C[C@@H](O)[C@@]1(C)C(=O)[C@H](O)C3=C(C)[C@@H](OC(=O)[C@H](O)[C@@H](NC(=O)c4ccccc4)c4ccccc4)C[C@@](O)([C@@H](OC(=O)c4ccccc4)C12)C3(C)C (stereo partly drawn),-3,12,-9,2,13,-10,-11,9,-3
CCN(CC)C(=O)c1ccc(N(Cc2ccccc2)S(C)(=O)=O)cc1,13,5,5,1,3,-7,-30,-2,-3
O=[N+]([O-])c1ccc(C2C3C(c4ccccc4)=NC4(CCCCC4)N32)cc1 (stereo not drawn),16,0,10,5,18,3,-15,-5,4
C[C@]1(O)CCC2C3CC[C@H]4C[C@@H](OC(=O)CNC(=O)CN)CC[C@]4(C)C3CC[C@@]21C (stereo partly drawn),56*,4,16,2,-8,2,17,20,-1
Clc1ccc(CSC(Cn2ccnc2)c2ccc(Cl)cc2Cl)cc1 (stereo not drawn),5,-5,7,0,22,-13,-8,39,-3
Cc1ccc(C(=O)N/C(=C\Cl)P(=O)(c2ccccc2)c2ccccc2)cc1,3,5,6,2,0,-3,7,-4,0
CC(C)c1ccc(-n2c(O)c(/C=N/N3CCOCC3)c(=O)[nH]c2=S)cc1,20,-1,14,-3,-9,12,6,-24,-2
CN(Cc1c[nH]c2ccccc12)C1CCCCC1,-4,-5,-2,-1,6,-3,-8,-13,-3
CCOc1cc(CNCCc2cccc(F)c2)ccc1OC,18,-7,14,-1,-10,-6,-15,-1,6
CCCCn1c(O)c(/C=N/N2CCOCC2)c(=O)[nH]c1=S,17,5,13,-3,-4,2,-6,2,0
COc1ccc(CCn2c(O)c(C=NCc3ccc4c(c3)OCO4)c(=O)[nH]c2=O)cc1OC,24,5,10,0,11,-2,7,6,3
O=[N+]([O-])c1ccc(N2CCCC2)c(F)c1Br,52*,-3,15,0,17,-15,5,-8,-9
CCOP(=S)(OCC)C(O)CCCCCn1c(=O)c(F)cn(C2CCCO2)c1=O (stereo not drawn),10,-4,8,0,11,5,-5,-9,-5
CCN(CC)CCN1Cc2ccccc2C1=N,23,-1,17,-22,0,-7,4,-6,-14
COC(=O)C1=C(c2ccc(F)cc2OCc2ccccc2)C[C@@H]2CC[C@H]1N2C(=O)NCc1cccc(C(F)(F)F)c1,9,5,0,2,8,3,7,19,5
CC1=C[C@@H]2c3cccc4[nH]cc(c34)C[C@H]2N(C)C1,24,15,-196,-30,59*,15,36,28,8
O=C(c1ccccc1)c1cn(CC(=O)N2CCCC2)c2ccccc12,-3,6,8,3,8,13,-6,1,0
CC12CNCC(C)(CNC1)C2O (stereo not drawn),16,2,6,1,13,9,11,28,-16
Cc1cc(Cl)ccc1C(=O)C1CCCN(C2CCSCC2)C1 (stereo not drawn),22,-8,7,0,-8,-15,-11,17,3
O=C(C1CCN(S(=O)(=O)c2ccccc2)CC1)N1CCC2(CC1)OCCO2,25,-1,22,3,4,-9,-16,1,1
N#CC(C#N)=Cc1ccc(C=C(C#N)C#N)cc1,nt,nt,-6,21,18,nt,nt,nt,38*
O[C@H]1[C@H](O)[C@@H](O)CN2CC[C@H](O)[C@H]12,24,-1,8,1,-11,0,-2,-10,2
COc1cc(Br)c(CNCCc2ccc3c(c2)OCO3)cc1OC,27,-7,9,0,-1,1,-16,2,-5
Nc1ccccc1C(=O)OCc1ccc([N+](=O)[O-])cc1,16,32,16,-1,2,11,26,10,-7
Cc1c(C)c2ccc(OCC(=O)N3C[C@H]4C[C@@H](C3)c3cccc(=O)n3C4)c(C)c2oc1=O,3,0,-174,2,-2,6,-6,-3,2
CCC(C(=O)Nc1ccc(Cl)cc1)N1CCCC1=O (stereo not drawn),12,-6,20,2,1,4,-5,-14,-6
O=C(c1ccc(CNS(=O)(=O)c2ccccc2)cc1)N1CCC2(CC1)OCCO2,0,-7,5,0,11,-6,-21,1,0
# Further compounds.
SMILES,NLRP3 yeast inh,SENP7 inh,SENP8 block-1,SENP1 inh,PfG6PD inh,SENP8 block-2,SENP6 block,Apaf-1 inh,HKDC1 inh
CCN(CC)CCNCc1nc2ccccc2c(=O)n1-c1ccc(F)cc1,8,0,18,1,-2,-4,-4,0,-3
CCOC(=O)c1c(-n2c(C)cc(/C=C3/C(=O)NC(=O)N(CC)C3=O)c2C)sc2c1CCCC2,6,9,-5,-30,7,1,-6,9,7
CN(C)P(=S)(Nc1ccccc1)C(Cl)(Cl)Cl (stereo not drawn),24,-9,-3,-2,-4,-7,-30,2,17
CN1C[C@H](CO)C[C@@H]2c3cccc4[nH]cc(c34)C[C@H]21,6,-8,-3,1,-5,2,-9,-5,-10
Cc1cccc(CCNCc2cc3cc(C)cc(C)c3[nH]c2=O)c1,27,-13,-137,-7,23,-7,0,1,-2
CC(C(=O)c1ccccc1)N1C(=O)c2ccccc2C1=O (stereo not drawn),28,0,10,1,-1,-7,-14,-2,1
Cc1cc(C)c2c(c1)-c1cc(C)nn1C(c1cccnc1)N2 (stereo not drawn),-2,-4,-51,2,-1,-1,1,6,2
COC(=O)C1=C(c2ccc(F)cc2F)C[C@@H]2CC[C@H]1N2C(=O)NCC1CC1,3,10,8,0,-5,-6,-3,3,-3
CCOc1ccc(N2C(=O)NC(=O)/C(=C\c3ccc(N4CCCCC4)o3)C2=O)cc1,17,-8,15,24,8,-12,-21,4,-8
O=C(N/N=C/C1C(=O)NC(=S)N(c2ccccc2)C1=O)c1cc(Br)c(O)c(Br)c1 (stereo not drawn),21,0,-156,-21,-2,0,11,4,-6
O=C(Nc1cccc2ccccc12)N1CCC2(CC1)OCCO2,13,36,-347,1,1,-3,64*,-4,-3
ON1C2CCCCC2N(O)C1c1ccccc1F (stereo not drawn),-1,-2,23,2,-12,1,-22,-10,0

# Arranged by formula weight (rising): four of the compounds above
SMILES,NLRP3 yeast inh,SENP7 inh,SENP8 block-1,SENP1 inh,PfG6PD inh,SENP8 block-2,SENP6 block,Apaf-1 inh,HKDC1 inh
CN1C[C@H](CO)C[C@@H]2c3cccc4[nH]cc(c34)C[C@H]21,6,-8,-3,1,-5,2,-9,-5,-10
CC(C(=O)c1ccccc1)N1C(=O)c2ccccc2C1=O (stereo not drawn),28,0,10,1,-1,-7,-14,-2,1
CCN(CC)CCNCc1nc2ccccc2c(=O)n1-c1ccc(F)cc1,8,0,18,1,-2,-4,-4,0,-3
CCOc1ccc(N2C(=O)NC(=O)/C(=C\c3ccc(N4CCCCC4)o3)C2=O)cc1,17,-8,15,24,8,-12,-21,4,-8

# Screening results as filed in PubChem BioAssay.

# A portion of the library; rates above refer to the full screens.
